High-throughput results from PubChem.
Vif-A3G inh – blocks the Vif interaction with human APOBEC3G | HeLa A3G-eYFP + Vif (tagged APOBEC3G with the HIV-1 protein that degrades it), YFP fluorescence, overnight | Potency, µM (series often up to 46.1 µM), inactives show at the top dose activity, negative = active, usual class: inhibitors | 410,000 tested, 0.076% active | Q9HC16;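 also: potency is read from the fitted curve at half-maximal effect; % is scaled to controls: 0 for no effect and ±100 for the full control effect; nearly all actives have a fitted effect of over 60% in size; hits raise eYFP signal because A3G escapes Vif-driven loss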
Target sequence (Q9HC16 whole entry, looked up): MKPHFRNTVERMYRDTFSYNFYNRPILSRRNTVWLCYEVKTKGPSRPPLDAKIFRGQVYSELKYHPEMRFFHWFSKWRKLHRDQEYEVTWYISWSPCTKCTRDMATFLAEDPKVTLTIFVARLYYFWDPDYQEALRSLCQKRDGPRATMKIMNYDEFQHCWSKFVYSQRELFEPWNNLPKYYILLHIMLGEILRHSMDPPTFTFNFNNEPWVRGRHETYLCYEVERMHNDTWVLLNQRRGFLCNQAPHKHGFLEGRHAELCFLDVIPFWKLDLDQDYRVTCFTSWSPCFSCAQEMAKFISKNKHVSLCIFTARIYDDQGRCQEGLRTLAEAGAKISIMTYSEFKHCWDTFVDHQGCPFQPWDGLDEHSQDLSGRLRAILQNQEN
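Read-out is eYFP fluorescence (Ex 488/Em 500-530) from Vif-expressing HeLa A3G-eYFP cells; more signal means A3G escaped Vif-mediated degradation. Cells plated overnight, compound pinned in, incubated overnight at 37 deg C.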
RGS4 inhibitor – human RGS4 inhibition. P49798. Transcreener GDP fluorescence polarization, RGS4-accelerated GTP hydrolysis. Potency, µM (highest dose often 114 µM), without a hit: top-dose activity change, negative = inhibition, usual class: inhibitors. 390,000 tested, 0.039% active; also: potency is read from the fitted curve at half-maximal effect; % is scaled to controls: 0 for no effect and ±100 for the full control effect; nearly all actives have a fitted effect of over 75% in size; some results filed as inactive show a strong effect at the top dose
Target sequence (P49798 whole entry, looked up): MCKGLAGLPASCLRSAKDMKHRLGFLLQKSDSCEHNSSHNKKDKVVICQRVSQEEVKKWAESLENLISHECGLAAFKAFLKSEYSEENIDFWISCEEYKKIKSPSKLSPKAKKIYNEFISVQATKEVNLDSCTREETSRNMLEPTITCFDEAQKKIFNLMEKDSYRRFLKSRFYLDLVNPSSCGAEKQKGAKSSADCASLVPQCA
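MLSMR compounds (23 nl, pin-transferred) preincubated 10 min at room temperature with a 500nM (2x) first reagent, then RGS4 at 900nM (2x) plus Transcreener GDP mix added; fluorescence polarization (620/688 nm) read before and after 90 min at 30 °C.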
USP1 inh – blocks the human USP1/UAF1 deubiquitinase complex; O94782; recombinant USP1/UAF1, Ub-Rhodamine cleavage fluorescence; Potency, µM (top dose mostly 57.1 µM), for inactives: at the top dose activity change, negative = inhibition, hits mostly inhibitors; 390,000 tested, 0.23% active; AID 743255; also: potency is read from the fitted curve at half-maximal effect; % is scaled to controls: 0 for no effect and ±100 for the full control effect; nearly all actives have a fitted effect of over 60% in size; inactives centre near -12
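Step one: compound is pinned into 1nM USP1/UAF1 in HEPES pH 7.8 buffer with TCEP. Step two: 15 min room-temperature incubation. Step three: Ub-Rho (150nM final) starts cleavage, tracked by fluorescence over six one-minute reads.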
TrxR1 inh – rat TrxR1 inhibition; AID 588453; Potency, µM (titrated, usually from 114 µM), for the others: at the highest dose activity change, negative = inhibition, actives largely listed as inhibitors; O89049; 390,000 tested, 1% active; recombinant rTrxR1, NADPH fluorescence consumption, selenite substrate; also: potency is read from the fitted curve at half-maximal effect; % is scaled to controls: 0 for no effect and ±100 for the full control effect; nearly all actives have a fitted effect of over 65% in size
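Rat TrxR1 (90 nM in the dispensed reagent) was pre-reduced with 400 uM NADPH for 5 min at room temperature, then incubated with compound for 15 min. After 400 uM selenite was added, NADPH fluorescence (Ex 340/Em 450 nm) was followed for 8 min.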
TrxR1 substrate – is turned over as a substrate by rat TrxR1 | purified TrxR1 substrate turnover, NADPH consumption readout | Potency, µM (doses to about 114 µM), without a hit: top-dose activity change, negative = substrate turnover | 390,000 tested, 0.01% active; also: potency is read from the fitted curve at half-maximal effect; % is scaled to controls: 0 for no effect and ±100 for the full control effect; nearly all actives have a fitted effect of over 50% in size
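Rat TrxR1, dispensed at 90 nM, was prereduced with 400 uM NADPH (final) for 5 min at ~22 deg C, then incubated with compound 15 min before 400 uM selenite. A first-read NADPH fluorescence drop versus no-compound background flagged substrates.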
Vif-A3F inh – blocks the Vif interaction with APOBEC3F; HeLa A3F-eYFP + Vif (tagged APOBEC3F with the HIV-1 protein that degrades it), YFP fluorescence increase; Potency, µM (series often up to 46.1 µM), without a hit: at the highest dose activity, negative = active; 390,000 tested, 0.2% active; also: potency is read from the fitted curve at half-maximal effect; % of control where 0% means no effect; nearly all actives have a fitted effect of over 65% in size
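Fluorescence increase (Ex 488/Em 500-530) after overnight compound treatment at 37 deg C flags inhibition of Vif-driven A3F-eYFP loss in stable HeLa A3F-eYFP/Vif cells seeded overnight beforehand.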
mIDH1 inhibitor – human IDH1 R132H inhibition; O75874; IDH1-R132H enzyme, NADPH consumption, diaphorase/resazurin fluorescence; Potency, µM (doses to about 76.6 µM), inactives show top-dose activity change, negative = inhibition, usual class: inhibitors; 390,000 tested, 0.093% active; AID 602179; also: potency is read from the fitted curve at half-maximal effect; % is scaled to controls: 0 for no effect and ±100 for the full control effect; nearly all actives have a fitted effect of over 65% in size
Target sequence (O75874 whole entry R132H, stated change not applied): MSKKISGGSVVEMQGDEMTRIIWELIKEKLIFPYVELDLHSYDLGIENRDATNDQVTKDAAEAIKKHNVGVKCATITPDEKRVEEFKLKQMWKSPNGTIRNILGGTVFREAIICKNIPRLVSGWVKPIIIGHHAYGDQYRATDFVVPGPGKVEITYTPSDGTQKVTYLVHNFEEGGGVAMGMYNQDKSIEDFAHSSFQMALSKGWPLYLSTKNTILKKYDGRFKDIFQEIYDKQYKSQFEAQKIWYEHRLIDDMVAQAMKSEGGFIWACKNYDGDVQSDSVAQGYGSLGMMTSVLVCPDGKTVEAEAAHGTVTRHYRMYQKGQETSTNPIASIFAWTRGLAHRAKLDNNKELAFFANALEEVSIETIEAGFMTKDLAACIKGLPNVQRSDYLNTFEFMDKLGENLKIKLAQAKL
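IDH1-R132H (0.5 ug/mL) preincubated 30 min with compound, then NADPH (0.016 mM) and alpha-KG (2 mM) added; 80 min at RT, pH 7.5. Remaining NADPH coupled via diaphorase/resazurin to fluorescence (540/590 nm); concentration-response curves normalized to no-enzyme control.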
LDHA inh – blocks human lactate dehydrogenase A; P00338; purified LDHA, NADH/diaphorase-resazurin fluorescence; stronger effect = lower value; activity change, % (values are at about 110 or 230 µM); 480,000 tested, 0.15% active; in the data active = activity change below about -30%; inconclusive = mostly about -25% to -30%;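 also: plate controls were DMSO wells for no effect and wells without enzyme for full effect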
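Remaining NADH was detected by diaphorase (0.133 mg/mL) converting 37 µM resazurin to fluorescent resorufin, read at 0 and 20 minutes. The preceding 5-minute room-temperature reaction used 2 nM LDHA, 0.2 mM sodium pyruvate and 0.06 mM NADH at pH 7.4.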
GRP78 ERSR act – induces the endoplasmic reticulum stress response in human glioma cells; U87-MG GRP78 promoter luciferase reporter, 16 h; Potency, µM, without a hit: at the top dose activation, actives largely listed as activators; 420,000 tested, 0.02% active; AID 602332; also: potency is read from the fitted curve at half-maximal effect; series mostly up to about 76 µM; % of control where 0% means no effect; nearly all actives have a fitted effect of over 35% in size
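ERSR induction read as luciferase luminescence (Bright-Glo, 10 min at room temperature) in stably transfected human U87-MG glioma cells exposed to compounds for 16 h, using GRP78 as sensor.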
* = called active by the depositor; ? = inconclusive; . = not tested or not shown; [ ] = another dose, or the depositor's remark. Unless noted, calls follow the shape of the dose curve; as a rule, active = well fitted curve in the direction sought with a large enough effect; inconclusive = small, poorly fitted or top-dose-only effect, or another doubt; inactive = no such curve, though single readings can be large; an effect the other way counts as inactive or inconclusive. Only part of the results is shown (hit frequency here may not be typical).

The line under a structure holds: Vif-A3G inh	RGS4 inhibitor	USP1 inh	TrxR1 inh	TrxR1 substrate	Vif-A3F inh	mIDH1 inhibitor	LDHA inh	GRP78 ERSR act
CCN(CC)CCN1C(=O)C(O)=C(C(C)=O)C1c1ccc(OC)c(OC)c1 (stereo unspecified)
→ -5.8%	-38.2%	-16.9%	-2.3%[57.1 µM]	-1.0%[57.1 µM]	-2.4%	-0.2%	-0.1	-3.4%
Cc1cccc(-n2ncc3c(NCCOCCO)ncnc32)c1
→ -2.8%	19.0%	-10.7%	9.0%[57.1 µM]	2.1%[57.1 µM]	0.4%	-4.2%	-1.1	-2.3%
O=C(c1cc2c(s1)CCCC2)N1CCN(CCO)CC1
→ 3.1%	8.0%	-9.2%	-4.0%[2.29 µM]	7.3%[57.1 µM]	-8.4%	-9.4%	-3.4	-5.1%
CCOc1ccc(Br)cc1S(=O)(=O)Nc1cccc(S(=O)(=O)N(C)c2ccccc2)c1
→ 0.4%	-9.3%	-12.3%	-19.0%	-21.5%	-12.0%	-4.8%	-0.9	-3.7%
C#CCSc1[nH]c(=O)cc(C)c1C#N
→ -6.6%	6.4%	-15.7%	22.0%[57.1 µM]	4.4%[57.1 µM]	13.9%	7.7%	-1.6	3.7%
Cc1cccc(NC(=O)NNS(=O)(=O)c2ccc(F)cc2)c1
→ -5.0%	-15.8%	-8.4%	11.7%	2.7%	-0.5%	1.8%	-2.6	-5.9%
COC(=O)c1ccc(CSc2n[nH]c(=S)s2)o1
→ -3.3%	?	-27.3%	-13.2%[57.1 µM]	-1.0%[57.1 µM]	0.8%	5.1%	0.9	0.8%
Cc1cc2c(C)nc(Cc3ccccc3)nc2o1
→ 0.7%	-25.0%	-22.4%	21.9%[57.1 µM]	-3.1%[57.1 µM]	-8.6%	6.1%	-2.3	-7.3%
C=CCNC(=S)NNC(=O)c1csc(C)c1CC
→ 1.3%	-8.9%	-7.7%	8.7%	-0.7%	-4.7%	12.7%	-0.4	-4.3%
C[C@H](NC(=O)C1CCN(S(=O)(=O)c2ccccc2)CC1)C(=O)NCc1cccnc1
→ -0.8%	.	2.1%	.	.	-0.9%	-1.1%	-5.8	0.2%
CSc1ccccc1NC(=O)CN(C)CC(=O)Nc1cc(C)ccc1C
→ -5.0%	27.4%	-13.4%	-14.8%	-9.1%	21.9%	-5.6%	-4.1	-1.9%
O=S(=O)(NCc1ccccc1Br)c1cccs1
→ -1.6%	15.1%	3.6%	8.2%	-6.1%	-15.1%	5.8%	-1.8	-0.5%
O=C(CSc1nnc(-c2cc3ccccc3cc2O)n1Cc1ccco1)c1ccc(F)cc1
→ 3.5%	?	-23.2%	-11.8%	-5.8%	-1.5%	-5.1%	-4.5	0.0%
CC(C)CNC(=O)COc1cccc(C(=O)NCc2ccccc2)c1
→ -3.9%	50.1%	-0.8%	-2.7%[57.1 µM]	6.3%[57.1 µM]	5.1%	-7.9%	-5.8	-1.7%
O=C(c1cc(F)ccc1F)C1CCCN(C(=O)CSc2ccccn2)C1 (stereo unspecified)
→ 0.5%	-14.7%	-21.5%	29.8%	10.6%	3.0%	4.6%	1.2	-2.6%
O=C(Cc1ccc(F)cc1)Nc1ccc(S(=O)(=O)N2CCCC2)cc1
→ -4.5%	-13.4%	-11.9%	31.0%	10.5%	7.4%	-3.9%	0.6	-0.9%
Cn1c(N)c(C(=O)CSc2nn(-c3ccccc3)c(=S)s2)c(=O)n(C)c1=O
→ 4.7%	-7.7%	-21.9%	9.0%	0.2%	8.8%	2.9%	-1.8	-5.1%
CCOc1c(Br)cc(CNc2ncn[nH]2)cc1OC
→ 0.3%	6.8%	-11.0%	8.1%[57.1 µM]	4.6%[57.1 µM]	-6.5%	-2.1%	-4.7	-1.0%
CC(Oc1cc2oc(=O)c3c(c2cc1Cl)CCC3)C(=O)NCC1CCC(C(=O)O)CC1 (stereo unspecified)
→ 3.5%	-10.2%[56.9 µM]	-9.8%	17.4%[57.1 µM]	3.9%[57.1 µM]	2.0%	-7.2%	-1.3	-6.2%
CCOc1ccc(C2=Nn3c(nnc3-c3cccnc3)SC2)cc1
→ -3.0%	-6.9%	-7.6%	6.6%	-4.3%	4.1%	11.5%	-9.8	-1.8%

Continued; the last 2 above are carried over.
The line under a structure holds: Vif-A3G inh	RGS4 inhibitor	USP1 inh	TrxR1 inh	TrxR1 substrate	Vif-A3F inh	mIDH1 inhibitor	LDHA inh	GRP78 ERSR act
CC(Oc1cc2oc(=O)c3c(c2cc1Cl)CCC3)C(=O)NCC1CCC(C(=O)O)CC1 (stereo unspecified)
→ 3.5%	-10.2%[56.9 µM]	-9.8%	17.4%[57.1 µM]	3.9%[57.1 µM]	2.0%	-7.2%	-1.3	-6.2%
CCOc1ccc(C2=Nn3c(nnc3-c3cccnc3)SC2)cc1
→ -3.0%	-6.9%	-7.6%	6.6%	-4.3%	4.1%	11.5%	-9.8	-1.8%
COC(=O)c1ccccc1S(=O)(=O)N1CCC(C(=O)OCC(=O)NCC(F)(F)F)CC1
→ 0.4%	-16.8%	-2.6%	9.8%	0.7%	0.0%	26.4%	-2.4	-6.0%
O=C(CCc1nnc2ccc(NCc3ccco3)nn12)N1CCN(c2ccccc2F)CC1
→ -9.3%	0.1%[56.9 µM]	-6.5%	-16.9%[57.1 µM]	3.4%[57.1 µM]	-4.5%	-8.7%	-6.0	-3.3%
CCOC(=O)N1CCN(CC(=O)n2c(C)c(C)c3ccccc32)CC1
→ -0.4%	-27.3%[56.9 µM]	-10.2%	-15.5%	-6.9%	-10.2%	6.3%	-10.4	-8.3%
O=C(Cc1ccc(F)cc1)Nc1c(C(=O)N2CCN(c3ncccn3)CC2)oc2ccccc12
→ -2.8%	17.6%[11.4 µM]	-12.3%	-9.5%	-10.7%	2.4%	-5.5%	-4.8	2.3%
COc1cc(/C=N/N=C(\N)c2nonc2N)cc(OC)c1O
→ 1.1%	-4.6%	-2.8%	-23.2%	-11.3%	-0.5%	2.2%	5.7	7.4%
COc1ccc(-c2nn(-c3ccc(F)cc3)c3c2cnc2cc4c(cc23)OCO4)cc1
→ 1.8%	-1.1%	-20.7%	19.8%[57.1 µM]	9.5%[57.1 µM]	-8.8%	-2.2%	-9.7	-1.6%
COc1ccc(CC(=O)N2CCN(C(=O)c3ccco3)CC2)cc1
→ -1.7%	-3.9%	?	-4.5%	10.9%	-3.2%	-0.4%	-9.6	-1.5%
CC1CCCN(CCCNC(=O)c2ccc3c(c2)N(Cc2ccc(Cl)cc2)C(=O)c2ccccc2S3(=O)=O)C1 (stereo unspecified)
→ -5.1%	-49.0%	7.8%	25.9%	6.2%	-13.0%	-9.0%	-13.1	-10.4%
CCOC(=O)N/N=C/c1cc(C)n(-c2cccc3ccccc23)c1C
→ ?	-16.9%	-24.9%	5.5%	8.6%	-5.8%	-1.3%	0.3	0.4%
COCCNC(=O)C(c1ccc(O)cc1)N(C(=O)CCC(=O)Nc1nccs1)c1cccc(C)c1 (stereo unspecified)
→ -4.2%	-5.3%	-7.1%	6.3%	2.9%	-0.2%	4.1%	1.4	-1.5%
CCOc1ccc(-n2c(SCC(=O)Nc3cc(C)ccc3C)nc3c([nH]c4ccccc43)c2=O)cc1
→ -4.2%	8.9%	-22.0%	18.8%[57.1 µM]	-0.6%[57.1 µM]	1.5%	-1.1%	-1.1	-0.9%
CC(=O)Nc1cccc(NC(=O)C2(c3cccs3)CCOCC2)c1
→ 1.9%	-0.9%	-18.1%	23.3%[57.1 µM]	2.5%[57.1 µM]	-2.1%	0.0%	-6.5	7.3%
COc1ccc(Nc2ccccc2)c(C)c1
→ 1.1%	-36.7%	-7.5%	9.0%	-4.2%	-5.0%	4.4%	-0.7	-2.9%
CCCc1cc(=O)[nH]c(SCC(=O)c2ccc3c(c2)OCCO3)n1
→ -11.2%	-6.0%	-18.6%	-2.6%	-2.7%	-2.4%	8.5%	6.7	-0.2%
Cc1cc(/C(N)=N/OC(=O)Nc2ccccc2)no1
→ 1.6%	-35.6%	-14.5%	-1.8%[57.1 µM]	2.6%[57.1 µM]	-7.3%	2.3%	5.7	2.7%
O=[N+]([O-])c1cccc(C=NN=Cc2ccccc2O)c1
→ -1.8%	?	-2.6%	-7.8%[11.4 µM]	14.2%[57.1 µM]	-2.7%	-0.2%	-2.0	4.8%
CN(C)CCSc1nc(-c2ccccc2)nc2c1CCC2
→ 0.8%	7.9%	-14.8%	13.8%	2.4%	1.5%	11.9%	-2.9	-4.4%
NS(=O)(=O)c1ccc(-n2cccc2C=O)cc1
→ 1.5%	-41.6%	-19.6%	7.5%[57.1 µM]	7.8%[57.1 µM]	1.3%	18.5%	-8.5	-3.8%
c1cc(-c2n[nH]c(-c3ccncc3)n2)ccn1
→ -11.4%	8.3%	-18.8%	9.5%	5.1%	1.8%	1.7%	3.1	-0.5%
CC(C)(C)c1cc(CN2CCN(CCC#N)CC2)cc(C(C)(C)C)c1O
→ 2.3%	-21.8%	-19.6%	4.47µM*	8.5%	-7.4%	7.3%	1.0	-3.9%
